Bioassay records (PubChem BioAssay)
GPR151 activ = activates the human receptor GPR151 | activation, % at 11.2 µM | Q8TDV0 | PathHunter beta-arrestin GPR151 cells, luminescence | 1% of 650,000 active; in the data active = activation above about 4.9%;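 note: 0% = median of compound wells and 100% = cells with positive control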
Target sequence (Q8TDV0 whole entry, looked up): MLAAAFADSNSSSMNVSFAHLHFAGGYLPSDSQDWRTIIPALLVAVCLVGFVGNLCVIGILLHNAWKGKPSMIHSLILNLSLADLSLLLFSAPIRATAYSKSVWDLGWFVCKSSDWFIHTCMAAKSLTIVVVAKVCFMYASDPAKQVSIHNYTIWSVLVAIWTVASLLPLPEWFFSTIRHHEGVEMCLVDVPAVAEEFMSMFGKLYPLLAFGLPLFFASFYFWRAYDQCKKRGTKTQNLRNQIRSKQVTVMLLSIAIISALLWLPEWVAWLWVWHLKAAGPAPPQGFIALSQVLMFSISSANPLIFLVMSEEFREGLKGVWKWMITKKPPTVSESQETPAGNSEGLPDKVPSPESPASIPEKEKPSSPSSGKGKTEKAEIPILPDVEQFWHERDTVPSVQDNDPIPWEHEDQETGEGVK
TEAD-YAP inh = TEAD-YAP interaction inhibition | HEK-TIYL cells, TEAD-Gal4/YAP UAS-luciferase luminescence | inhibition, % at 9.12 µM | 1.4% of 640,000 active; in the data active = inhibition above about 32%;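 note: 0% = median of test compound wells and 100% = reference inhibitor wells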
MITF inh = human MITF inhibition, primary screen | O75030 | 0.91% of 650,000 active | inhibition, % at 2.6 µM | AlphaScreen MITF homodimerization, bead proximity signal; in the data active = inhibition above about 50%;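 note: 0% = vehicle wells with protein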
FBW7 act = activators of human E3 ligase FBW7 | Q969H0 | AlphaScreen FBW7–phospho-cyclin E peptide binding, activator screen | normalized activity (activation), % at 26.1 µM | 0.13% of 650,000 active | AID 1259310; in the data active = normalized activity above about 1.9%;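 note: purified mutant Fbw7 with reduced substrate affinity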
Target sequence (Q969H0 whole entry, looked up): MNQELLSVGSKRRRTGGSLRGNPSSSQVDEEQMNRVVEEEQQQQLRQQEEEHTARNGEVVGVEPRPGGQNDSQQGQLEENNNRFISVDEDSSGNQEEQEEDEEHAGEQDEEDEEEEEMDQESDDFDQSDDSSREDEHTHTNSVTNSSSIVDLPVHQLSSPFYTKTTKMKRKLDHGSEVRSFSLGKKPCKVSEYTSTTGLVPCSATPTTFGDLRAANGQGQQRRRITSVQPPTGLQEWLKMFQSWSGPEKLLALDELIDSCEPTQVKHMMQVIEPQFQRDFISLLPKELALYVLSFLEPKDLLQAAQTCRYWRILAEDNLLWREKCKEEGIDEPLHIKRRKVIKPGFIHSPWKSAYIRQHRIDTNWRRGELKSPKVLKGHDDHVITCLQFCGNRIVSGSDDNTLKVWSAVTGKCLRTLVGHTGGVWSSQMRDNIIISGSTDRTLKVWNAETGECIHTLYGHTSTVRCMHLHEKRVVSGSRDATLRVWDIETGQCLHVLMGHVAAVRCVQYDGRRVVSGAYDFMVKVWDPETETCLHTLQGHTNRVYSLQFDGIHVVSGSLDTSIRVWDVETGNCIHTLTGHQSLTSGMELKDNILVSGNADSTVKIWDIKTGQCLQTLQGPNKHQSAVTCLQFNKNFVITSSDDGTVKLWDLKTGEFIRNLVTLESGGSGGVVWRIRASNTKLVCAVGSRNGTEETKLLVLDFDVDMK
The depositor's hits bear a star. Compounds were not picked by outcome; about 3.5% have a hit in one of these screens.

SMILES | GPR151 activ | TEAD-YAP inh | MITF inh | FBW7 act
Cc1csc(NC(=O)c2ccc3c(c2)OCO3)n1 | -7.3 | -42 | -1 | 0.0
O=C1NC(c2ccc(Cl)cc2)c2c(-c3ccccc3)n[nH]c21 (configuration not stated) | 0.5 | 5 | -10 | 0.0
Cc1ccc(C2=NN(C(=O)CNCCO)C(c3cccs3)C2)cc1 (configuration not stated) | -0.5 | -13 | 9 | 0.3
Cc1ccc(C(=O)[C@H]2[C@H](c3ccccc3)C(C#N)(C#N)[C@@H]3C=Cc4cc([N+](=O)[O-])ccc4N32)c(C)c1 | -0.4 | -17 | 9 | -0.1
Cc1ccc(-c2nc3sc(-c4ccccc4)cc3c(=O)o2)cc1 | 1.8 | 7 | -6 | 0.1
CC(C)CNC(=O)c1ccc([N+](=O)[O-])cc1Cl | 1.3 | -3 | -4 | -0.1
CC(=O)Nc1cccc(NC(=O)c2ccc(C)cc2)c1 | -2.9 | -15 | 12 | 0.1
CN1/C(=C/C(=S)C(C)(C)C)Sc2ccccc21 | 1.4 | -13 | 11 | -0.6
Cc1ccc(-n2c(SCC(N)=O)nc3sc4c(c3c2=O)CCCCC4)cc1 | -1.7 | -6 | -5 | -0.1
COc1ccc(C2C3CCC=C3C(C#N)=C(N)C2(C#N)C#N)c(OC)c1 (configuration not stated) | 0.6 | 10 | -1 | 0.0
Cc1cc(=O)nc2c3ccccc3n(CC(=O)N3CCN(C)CC3)n12 | 0.8 | 0 | 3 | -0.1
CCC(CC)NC(=O)c1ccc(Cl)c([N+](=O)[O-])c1 | -1.4 | 9 | 22 | 0.7
CCc1ccc(N(CC(=O)NCCC2=CCCCC2)S(C)(=O)=O)cc1 | 0.2 | -17 | -4 | 0.3
COc1ccccc1-n1cc(C(=O)NCC(=O)N2CCC3(CC2)OCCO3)c2ccccc2c1=O | -1.2 | -18 | -3 | 0.0
COc1cc([N+](=O)[O-])ccc1NC(=O)C1CCC1 | 0.6 | 4 | 10 | 0.1
c1coc(-c2nnc3c4ccccc4c4ccccc4n23)c1 | 0.4 | -18 | -4 | -0.1
CC(=O)Nc1ccc(S(=O)(=O)N2CCN(C(=O)CC(C)C)CC2)cc1 | 0.1 | 9 | -18 | -0.1
Cc1ccc(C)c(NC(=O)c2cc(S(=O)(=O)NCCC3=CCCCC3)ccc2F)c1 | 0.2 | 2 | 1 | 0.0
O=C(O)c1ccc2c(c1)NC(=O)C(CS(=O)(=O)Cc1cccc(F)c1)N2 (configuration not stated) | 1.2 | -1 | 9 | 0.1
CC(C)N(CC(N)=O)C(=O)CNC(=O)c1ccc(C(C)(C)C)cc1 | 0.9 | 8 | 0 | -0.1
CCCCN1C(=O)/C(=C2\SC(=S)NC2=O)c2ccccc21 | -0.4 | 4 | 17 | 0.0
COc1cccc(CNC(=O)CCC2CCCN(C(=O)CCn3cnnn3)C2)c1 (configuration not stated) | -0.3 | 0 | 2 | 0.2
COc1ccccc1C1=N/C(=C\c2ccccc2O)C(=O)O1 | 0.8 | -4 | 14 | 0.1
Cc1ccc2c(c1)N(CC(=O)N(Cc1ccccc1)Cc1ccc3c(c1)OCO3)C(=O)CO2 | 1.4 | 1 | -10 | 0.0
CCn1ccnc1CN1CCC(Oc2cccc(C(=O)N3CCCC3)c2)CC1 | 0.6 | 12 | 2 | 0.0
COc1cc(NC(=O)CSc2nncn2N)cc(OC)c1 | 1.2 | 3 | 1 | 0.1
O=C(/C=C/c1ccco1)NCCCc1ccccc1 | -1.7 | -27 | 17 | 0.9
CCCCOC(=O)C1CN(c2ccccc2)N=C1C(=O)OCC (configuration not stated) | 2.0 | 1 | -13 | 1.1
CNC(=S)N(C)/N=C/c1c(Cl)cccc1[N+](=O)[O-] | -1.2 | -10 | -6 | -0.1
CSc1ccccc1N1C(=O)CN(Cc2cccnc2)CC1C (configuration not stated) | 0.9 | 0 | 33 | 0.1

Single records, as listed above. Order of values: GPR151 activ | TEAD-YAP inh | MITF inh | FBW7 act
CSc1ccccc1N1C(=O)CN(Cc2cccnc2)CC1C (configuration not stated) across the screens: 0.9 | 0 | 33 | 0.1
CNC(=S)N(C)/N=C/c1c(Cl)cccc1[N+](=O)[O-] across the screens: -1.2 | -10 | -6 | -0.1

The listing continues.
SMILES | GPR151 activ | TEAD-YAP inh | MITF inh | FBW7 act
CC1=C(C(=O)OCCOC(C)C)C(c2cccc(F)c2)C2=C(CCCC2=O)N1 (configuration not stated) | -1.0 | 3 | -20 | 0.2
COc1cc(CN2CCC(c3nc4ccccc4[nH]3)CC2)cc(OC)c1 | -1.5 | -2 | -2 | -0.2
Cc1c(OC(=O)c2c(-c3ccccc3)nn(-c3ccccc3)c2Cl)ccc2c(=O)c(Oc3ccc(Cl)cc3)c(C(F)(F)F)oc12 | -0.1 | -5 | 5 | 0.1
Cc1ccc(NS(=O)(=O)c2ccc(OCC(=O)NC(C)(C)C)c(C)c2)cc1 | 0.1 | 8 | 1 | 0.0
O=C(Nc1nc(-c2ccc(Cl)c(Cl)c2)cs1)c1ccco1 | -0.8 | -10 | 14 | 0.1
Cc1c(C(=O)Nc2ccc(Cc3ccncc3)cc2)cccc1[N+](=O)[O-] | -0.3 | 20 | 14 | 0.3
OCCCNc1ccc2ncc(-c3ccco3)n2n1 | 0.8 | 6 | 9 | 0.2
COC(=O)C1=C(N)N(c2ccc(S(N)(=O)=O)cc2)C2=C(C(=O)CC(C)(C)C2)C1c1ccc(Cl)cc1 (configuration not stated) | 0.2 | 9 | 9 | 0.1
Cc1c(N2C(=O)C3C4C=CC(C4)C3C2=O)c(=O)n(-c2ccccc2)n1C (configuration not stated) | 0.8 | -2 | -6 | 0.0
O=C1NC2(CCCC2)C(=O)N1Cc1ccccc1 | 4.0 | -7 | 1 | -0.1
CC(=O)N1c2ccc(S(=O)(=O)NCCC(=O)NC3CCCC(C)C3C)cc2CC1C (configuration not stated) | -0.5 | 5 | 7 | 0.0
CCOC(=O)c1cnc2c(OC)cccc2c1Nc1cccc(Cl)c1 | -0.5 | -11 | 4 | -0.1
Fc1cccc(Nc2ncnc3c2cnn3-c2ccccc2)c1 | 3.1 | -51 | 6 | 0.2
Cn1c(Nc2nc(NCCCN3CCCC3=O)c3ncn(C4CCCCC4)c3n2)nc2ccccc21 | -2.2 | 25 | -5 | 0.0
CC(C)[C@@H](Cn1nnc2ccccc21)NC(=O)c1cscn1 | 0.8 | -3 | -6 | 0.2
CCCOc1ccc(/C(O)=C2/C(=O)C(=O)N(CCCN(C)C)C2c2ccc(C(C)C)cc2)cc1C (configuration not stated) | -0.5 | -5 | -1 | 0.0
COc1ccccc1NC(=O)Cc1noc(COC(=O)Cn2ccc(C(F)(F)F)n2)n1 | 0.4 | -2 | 2 | 0.1
CCN(CC)c1ccc(C(c2c(C)[nH][nH]c2=O)c2c(C)[nH][nH]c2=O)cc1 | 0.4 | 10 | 77* | -0.7
COc1ccc(C(=O)NNC(=O)Cc2ccc(-c3ccccc3)cc2)cc1OC | 0.9 | 8 | -1 | 0.1
CC1=NC2(CCN(S(C)(=O)=O)CC2)N=C1c1cc(Cl)cc(Cl)c1 | -0.2 | 9 | 0 | -0.2

A different layout for part of the listing above:
compound,GPR151 activ,TEAD-YAP inh,MITF inh,FBW7 act
CC(=O)N1c2ccc(S(=O)(=O)NCCC(=O)NC3CCCC(C)C3C)cc2CC1C (configuration not stated),-0.5,5,7,0.0
COc1ccc(C(=O)NNC(=O)Cc2ccc(-c3ccccc3)cc2)cc1OC,0.9,8,-1,0.1

The listing continues:
SMILES | GPR151 activ | TEAD-YAP inh | MITF inh | FBW7 act
Brc1cccc(OCCn2cnc3ccccc32)c1 | 0.1 | -3 | 68* | 0.0
O=C1c2ccccc2C(=O)C1(O)N1CCN(C2(O)C(=O)c3ccccc3C2=O)CC1 | 0.6 | -3 | -5 | -0.3
O=C(Nc1sc2c(c1C(=O)N1CCCCC1)CCCCC2)c1cccs1 | 0.8 | 0 | 1 | -0.1
Cc1c([N+](=O)[O-])cc(S(=O)(=O)N(C)C)cc1[N+](=O)[O-] | 0.2 | -11 | -10 | -0.2
Cc1cccc(C)c1NC(=S)N(CCCN1CCC(C)CC1)Cc1cccs1 | -0.9 | -2 | -2 | 0.1
CC(NC(=O)C12CC3CC(CC(C3)C1)C2)c1nc(-c2cccnc2)n[nH]1 (configuration not stated) | 0.0 | -2 | 18 | 0.7
N#Cc1c(OC(=O)c2ccco2)ccc(OC(=O)c2ccco2)c1C#N | 0.3 | 9 | 8 | 0.1
O=C(Cc1cn(-c2ccc(N3CCN(c4ccccn4)CC3)nn2)c2ccccc12)NCc1nc2ccccc2[nH]1 | 1.4 | 11 | 1 | 0.0
CC(=O)N1N=C(c2c(C)coc2C)CC1c1ccc(Cl)cc1Cl (configuration not stated) | 0.1 | -5 | 18 | 0.7
CCOC(=O)c1ccc(N=C2NC(=O)/C(=C/c3cc(OC)c(O)c([N+](=O)[O-])c3)S2)cc1 | 1.1 | -2 | -7 | -0.3
CCN1CCN(C(=O)c2ccc(OC3CCN(CCc4ccccc4)CC3)cc2)[C@@H](C)C1=O | -0.2 | 5 | 8 | -0.1
CC1=C(C(=O)Nc2ccccc2)C(c2ccc(F)c(F)c2)n2nc(C(F)(F)F)nc2N1 (configuration not stated) | -1.2 | 5 | 2 | -0.1
CC(=O)Nc1nonc1-c1nc2ccccc2n1C | 0.2 | 9 | 15 | 0.1
O=C(CN1C(=O)C2C3C=CC(C3)C2C1=O)Nc1nnc(C(F)(F)F)s1 (configuration not stated) | 1.4 | 4 | -3 | -0.1
O=C1CCSc2c1cccc2C(=O)NCC1CCCO1 (configuration not stated) | 0.1 | 10 | 4 | -0.1
CNc1ccc(/C=C2\CSc3ccccc3C2=O)cc1[N+](=O)[O-] | -2.4 | -3 | -1 | 0.0
Clc1ccc(-c2cnc(NCCCn3ccnc3)nc2)cc1 | -1.3 | 3 | 5 | -0.1
COc1ccc(Br)cc1CNC(=O)C(C)N1C(=O)COc2ccc(C)cc21 (configuration not stated) | -2.2 | 4 | -6 | -0.1
CC(C)c1ccc(NC(=O)C(=O)NCCCO)cc1 | -0.7 | 26 | 0 | 0.0
Cn1c(=O)[nH]c(=O)c2c1nc(Nc1ccccc1)n2CC(=O)O | 0.1 | 0 | -10 | -0.1
O=C(NC1CCCC1)c1ccc(Br)s1 | 0.3 | -18 | 6 | 0.9
CCOC(=O)C1=C(C)NC(=O)NC1c1cn(-c2ccccc2)nc1-c1ccc(Cl)cc1 (configuration not stated) | -0.6 | 9 | 6 | -0.1
CSCCC(NC(=O)c1ccccc1)c1nc(-c2ccc(C)cc2)no1 (configuration not stated) | -0.7 | 1 | 12 | 0.2
Cc1cccc(C)c1NC(=O)C1(N2CCC(Cc3ccccc3)CC2)CCCCC1 | 0.9 | 2 | -3 | 0.0
COc1ccccc1-c1cc2nc(C)c(CCC(=O)NCCCN3CCCC3=O)c(C)n2n1 | 1.3 | 1 | 7 | -0.1
O=c1[nH]ncc(NCCN2CCOCC2)c1Cl | 0.8 | 3 | 1 | -0.1
N#Cc1c(NC(=O)CCS(=O)(=O)c2ccc(F)cc2)sc2c1CCCC2 | 1.2 | -4 | 6 | 0.6
CCN1C(=O)CC(C(=O)OC)C12CCN(Cc1cccc(Cl)c1)CC2 (configuration not stated) | -0.7 | 0 | 5 | 0.0
O=C1c2ccccc2C(Nc2ccc(F)cc2)N1Cc1ccco1 (configuration not stated) | 0.9 | -7 | -4 | -0.5
Cc1ccc(OCC(=O)NCC(c2cccs2)N(C)C)cc1 (configuration not stated) | -0.2 | 7 | -3 | -0.1

Already shown: an excerpt of the list.
SMILES | GPR151 activ | TEAD-YAP inh | MITF inh | FBW7 act
COc1ccc(C2C3CCC=C3C(C#N)=C(N)C2(C#N)C#N)c(OC)c1 (configuration not stated) | 0.6 | 10 | -1 | 0.0
Cc1cc(=O)nc2c3ccccc3n(CC(=O)N3CCN(C)CC3)n12 | 0.8 | 0 | 3 | -0.1
CCC(CC)NC(=O)c1ccc(Cl)c([N+](=O)[O-])c1 | -1.4 | 9 | 22 | 0.7
CCc1ccc(N(CC(=O)NCCC2=CCCCC2)S(C)(=O)=O)cc1 | 0.2 | -17 | -4 | 0.3

Reformatted with each value named: four of the compounds above
SMILES: O=c1[nH]ncc(NCCN2CCOCC2)c1Cl
  GPR151 activ: 0.8 | TEAD-YAP inh: 3 | MITF inh: 1 | FBW7 act: -0.1

SMILES: N#Cc1c(NC(=O)CCS(=O)(=O)c2ccc(F)cc2)sc2c1CCCC2
  GPR151 activ: 1.2 | TEAD-YAP inh: -4 | MITF inh: 6 | FBW7 act: 0.6

SMILES: CCN1C(=O)CC(C(=O)OC)C12CCN(Cc1cccc(Cl)c1)CC2 (configuration not stated)
  GPR151 activ: -0.7 | TEAD-YAP inh: 0 | MITF inh: 5 | FBW7 act: 0.0

SMILES: O=C1c2ccccc2C(Nc2ccc(F)cc2)N1Cc1ccco1 (configuration not stated)
  GPR151 activ: 0.9 | TEAD-YAP inh: -7 | MITF inh: -4 | FBW7 act: -0.5

Further compounds:
SMILES | GPR151 activ | TEAD-YAP inh | MITF inh | FBW7 act
CCN1C(=O)c2ccccc2S(=O)c2ccc(C(=O)NC3CC3)cc21 (configuration not stated) | -2.1 | -17 | -9 | -0.1
Cc1cc(C)cc(-n2c(C)nc3cc(C(=O)NCc4ccco4)ccc32)c1 | 0.1 | -4 | 2 | -0.1
CCOC(=O)c1cc2c(=O)n3ccccc3nc2n(CCOC)c1=NC(=O)c1ccccc1Br | -0.6 | 4 | 7 | -0.1
CC(C)C(OC(=O)C1=Cc2ccccc2OC1)C(=O)NCC1CCCO1 (configuration not stated) | 2.2 | -4 | -10 | 0.0
CCCCn1c(=O)c2oc3ccccc3c2n(CC(=O)Nc2ccccc2)c1=O | 0.6 | -7 | -7 | 0.1
CSc1ccc(CC(=O)N2CC(=O)Nc3ccccc32)cc1 | -2.4 | 32 | 8 | 0.3
